EWS-Fli block – EWS/Fli-driven NR0B1 reporter inhibitors, primary screen, A673 cells, NR0B1 luciferase, luminescence, MLPCN library | viability-normalised | inhibition, % at 12.6 µM | hit rate 0.67% among 350,000 | AID 651661, 2012;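 active = mean inhibition of at least 50% after viability correction, with every replicate also passing that limit; inconclusive = mean reaches 50% but only one of two replicates passes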;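 also: firefly luciferase signal divided by Alamar Blue viability fluorescence both relative to DMSO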
CASP6 VEID inh – human caspase-6 inhibitors, primary screen, biochemical, VEID-R110 fluorescence, single point, set 2; hit rate 0.53% among 350,000; AID 686996, 2013; inhibition, % at 12.5 µM; purified caspase-6, Z-VEID-R110 cleavage fluorescence;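 active = mean inhibition across replicates at least about 35%, with every replicate also reaching that limit, limit read from the data; inconclusive = only one of the two criteria met; inactive = neither criterion met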;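 also: 0% = median of neutral control wells and 100% = no fluorescence left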
Target sequence (P55212 24-179 limits assumed): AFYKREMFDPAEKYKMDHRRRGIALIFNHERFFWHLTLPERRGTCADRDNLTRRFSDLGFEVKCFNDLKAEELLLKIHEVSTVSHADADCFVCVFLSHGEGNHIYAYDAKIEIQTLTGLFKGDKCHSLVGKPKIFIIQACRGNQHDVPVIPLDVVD
Target sequence (P55212 194-293 limits assumed): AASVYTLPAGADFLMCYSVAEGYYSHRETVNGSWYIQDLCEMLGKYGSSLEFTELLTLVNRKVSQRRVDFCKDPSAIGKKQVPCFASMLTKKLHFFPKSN
LGR2 inh – inhibitors of bursicon-induced LGR2 CRE-luciferase signal, primary screen, cell-based, HEK293, CRE-luciferase reporter, bursicon stimulation; Drosophila bursicon receptor LGR2 (rickets); bursicon-stimulated, 4 h; inhibition, % at 9.99 µM; hit rate 0.35% among 380,000; AID 720647, 2013;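 active = drop in luminescence signal, shown as inhibition above about 50% in the replicate tests, limit read from the data, passing the limit was not always enough; inconclusive = probably only some replicates passing the limit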;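 also: agonist challenge used bursicon conditioned medium at about half maximal strength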
PAX8 inh HTS – inhibitors of PAX8-driven TPO luciferase reporter, primary screen, RMG-I cells, single concentration. inhibition, % at 12.6 µM. AID 652154, 2013. hit rate 1.2% among 360,000. SteadyGlo, 24 h;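 active = mean replicate inhibition at least 60% with every replicate also reaching 60%; inconclusive = only one of the two criteria is met; inactive = mean below 60% and not all replicates reaching 60%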;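 also: luciferase light reporting Pax8 driven TPO promoter activity; plate controls were median of neutral control wells for no effect and mitoxantrone controls for full effect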
SIRT5 block – SIRT5 desuccinylase inhibitors, primary screen, biochemical, fluorescence imaging, single point, set 5; NAD-dependent protein deacylase sirtuin-5, mitochondrial (Homo sapiens), Q9NXA8; Purified SirT5, succinyl-peptide AMC, trypsin-coupled fluorescence; AID 652115, 2013; inhibition, % at 15 µM; hit rate 1.1% among 330,000; in the data active = inhibition above about 15%; inconclusive = no clear call, values can overlap the other calls
Target sequence (Q9NXA8 whole entry, looked up): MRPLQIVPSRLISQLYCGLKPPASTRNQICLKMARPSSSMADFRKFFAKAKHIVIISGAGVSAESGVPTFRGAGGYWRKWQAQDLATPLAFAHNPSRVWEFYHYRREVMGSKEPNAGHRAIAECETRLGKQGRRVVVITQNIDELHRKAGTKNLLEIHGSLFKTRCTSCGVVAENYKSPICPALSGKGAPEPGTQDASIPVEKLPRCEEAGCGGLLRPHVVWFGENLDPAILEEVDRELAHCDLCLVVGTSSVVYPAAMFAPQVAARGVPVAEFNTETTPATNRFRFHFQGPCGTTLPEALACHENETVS
DENV2 CPE – inhibitors of DENV2 cytopathic effect, primary screen, cell-based, plate reader, single concentration; AID 651640, 2012; DENV2-infected cells, cytopathic effect rescue; CPE inhibition, % at 9.99 µM; hit rate 1.7% among 350,000; in the data active = CPE inhibition above about 20%, passing the limit was not always enough; inconclusive = no clear call, values can overlap the other calls; tested in BHK-21 cells;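 also: 0% = median of neutral control wells and 100% = median of positive control wells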
ARNT TACC3 PPI – disruptors of ARNT/TACC3 protein interaction, primary screen, biochemical, AlphaScreen, single concentration | hit rate 0.66% among 390,000 | inhibition, % at 9.99 µM | AlphaScreen His-ARNT PAS-B/GST-TACC3 binding, luminescence; TACC3 fragment carries E629A point mutation | AID 623870, 2012;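 active = mean inhibition of replicates at least 50% and at least half of replicates each reaching 50%; inconclusive = half or more replicates reach 50% but mean below 50%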;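 also: 0% = complete ARNT plus TACC3 wells and 100% = ARNT alone without TACC3; many hits fall short of the cut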
An asterisk follows results filed as active; ? = inconclusive; · = not tested or not shown; & = joins results of further samples. An unsorted share of the library (roughly 4.9% active in at least one column).

SMILES	EWS-Fli block	CASP6 VEID inh	LGR2 inh	PAX8 inh HTS	SIRT5 block	DENV2 CPE	ARNT TACC3 PPI
CCC(C)NC(=O)C1=CCN(S(=O)(=O)c2ccc(C)cc2)CC1 (stereo not given)	6.3	3.9	6.5	-2.6	-2.7	3.7	-3.5
O=C(COc1ccccc1)NC1CCS(=O)(=O)C1 (stereo not given)	-1.1	5.8	2.9	-1.4	2.0	9.4	-4.6
CCN1C(=O)/C(=C/C=C2/CCCN2C)OC1=S	-42.4	-6.4	-16.9	-83.8	6.1	2.6	11.7
O=C(c1ccc(F)cc1)N1CC(=O)N2[C@H](CO)[C@H](c3ccc(-c4ccccc4)cc3)[C@H]2C1	-12.4	-2.1	9.8	14.3	-1.5	24.4*	·
Cc1cc(-c2nnc(CCC(=O)NCc3ccc(OC(F)(F)F)cc3)o2)no1	·	-2.7	-0.8	18.5	0.1	-4.1	-1.1
O=C(NCC(F)(F)F)[C@@H]1[C@@H](CO)[C@@H]2Cn3c(cccc3=O)[C@H]1N2CC1CC1	4.3	-0.2	-11.2	·	1.8	-5.5	-6.6
Cn1cnnc1SC1CCCCC1NS(=O)(=O)c1ccc(Cl)cc1 (stereo not given)	7.4	1.6	13.5	·	0.9	-2.5	1.5
CCOc1c([N+](=O)[O-])cc2c(C)c(C(=O)N3CCN(C)CC3)oc2c1OCC	7.8	0.1	10.1	3.8	-1.1	-4.8	41.7
CCCN1C(=O)/C(=C/c2ccncc2)SC1=S	-19.2	0.5	10.7	-5.8	·	5.2	1.2
O=C(CNC(=O)c1ccc2c(c1)OCCO2)N/N=C/c1cccc(Br)c1	-0.4	2.6	-7.0	1.1	-0.7	0.1	-25.1
CCCCn1c(SCC(=O)NCc2ccc(OC)c(C(=O)O)c2)nc2cc(S(N)(=O)=O)ccc21	0.0	2.9	-4.7	-4.8	-0.8	-5.9	7.4
CC(C(=O)NCc1ccccc1Cl)N1C(=O)c2ccccc2C1=O (stereo not given)	-3.5	-3.4	10.7	-10.8	-8.3	-3.4	-7.8
C[C@H](CO)N1C[C@H](C)[C@H](CN(C)C(=O)CCCN(C)C)OCCCC[C@H](C)Oc2ccc(NS(=O)(=O)c3ccccc3)cc2C1=O	-2.9	-5.7	-1.5	-13.9	-2.9	-3.6	1.1
Cc1ccc(NC(=O)COC(=O)c2cc(Cl)ccc2[N+](=O)[O-])c(C)c1	5.8	13.3	·	-3.4	-0.4	2.8	-8.0
[O-][n+]1c2ccccc2[n+]([O-])c2cc(O)ccc21	1.9	67.8*	25.3	24.7	3.7	-1.4	8.9
FC(F)(F)c1cccc(N2CCN(C(=S)NCC3CCCO3)CC2)c1 (stereo not given)	6.0	-1.4	15.8	18.2	·	0.8	13.6
Fc1cccc(C2NN=C(c3ccccc3)S2)c1 (stereo not given)	7.9	-1.5	33.7	-29.2	1.4	·	·
CCN(C(=O)COC(=O)c1ccc(OC)c(S(=O)(=O)N(C)Cc2ccccc2)c1)C1CCS(=O)(=O)C1 (stereo not given)	-0.7	2.2	8.8	·	-7.6	-0.8	27.1
Cc1noc(C)c1S(=O)(=O)Nc1ccc2c(c1)CC(=O)N([C@H](C)CO)C[C@@H](C)[C@H](CN(C)S(C)(=O)=O)O2	-3.3	·	-5.3	0.6	·	-8.7	2.9
COc1ccc(NC(=O)N(C)C[C@H]2Oc3cc(Br)ccc3S(=O)(=O)N([C@H](C)CO)C[C@@H]2C)cc1	-6.9&5.3	1.4&0.6	13.7&-12.3	-4.0	0.5&10.5	-12.6&10.7	19.0
C[C@@H]1CN([C@H](C)CO)C(=O)c2cc(C3=CCCCC3)cnc2O[C@H]1CN(C)C(=O)Nc1ccc(F)cc1	3.6	1.5	-16.3	6.6	5.0	-0.1	-1.8
C[C@@H]1CN([C@@H](C)CO)C(=O)Cc2cc(NS(=O)(=O)c3ccc(Cl)cc3)ccc2O[C@@H]1CN(C)S(=O)(=O)c1ccc(F)cc1	-5.5	2.8	-22.2	9.7	4.9	-1.0	3.7
O=C(CN1C(=O)S/C(=C\c2ccc(O)c([N+](=O)[O-])c2)C1=O)Nc1ccc(N2CCOCC2)cc1	-1.4	2.7	4.1	·	0.8	-0.8	2.5
CCC1CCCCN1CCNS(=O)(=O)c1ccc2c(c1)oc(=O)n2C (stereo not given)	-3.3	-10.6	-12.5	-35.4	0.5	3.6	-6.6
CO[C@@H]1CN(C)C(=O)c2cccc(C#N)c2OC[C@H]2O[C@H](CC[C@H]2OC)CCN(C)C(=O)[C@H]1C	-3.1	-2.3	26.5	5.9	0.8	-3.6	-3.2
Further entries follow.
SMILES	EWS-Fli block	CASP6 VEID inh	LGR2 inh	PAX8 inh HTS	SIRT5 block	DENV2 CPE	ARNT TACC3 PPI
CO[C@H]1CN(C)C(=O)c2cc(NC(=O)C3CCCC3)ccc2OC[C@H](C)N(S(C)(=O)=O)C[C@H]1C	-6.6	·	9.6	·	0.4	17.8	-4.3
Cn1cc(C[C@@H](N)C(=O)O)c2ccccc21	15.3	0.6	·	6.2	0.3	1.1	·
COc1ccc(N(CCCN2C(=O)c3cccc4cccc(c34)C2=O)C(=O)c2cccnc2)cc1	4.5	1.9	-49.8	11.2	0.7	4.5	7.2
Cc1ccc(OCC(=O)N2CCCC(CO)(CCOc3ccccc3)C2)cc1 (stereo not given)	·	2.9	-3.9	8.2	0.0	-0.7	-0.6
Cc1cc2ccccc2n1CCC(=O)O	9.5	1.9	0.5	-0.6	·	0.1	·
CCn1c(CCc2ccccc2)n[nH]c1=S	8.6	-2.9	8.3	-34.5	·	-10.9	-16.7
C#Cc1ccc([C@@H]2C=C(C(=O)O)O[C@H](OCc3ccc(CO)cc3)C2)cc1	-4.7	14.0	-8.8	-2.2	5.8	-17.0	7.5
CCCCNC(=O)c1onc(CSc2cccc(F)c2)c1C(=O)O	-5.7	1.6	16.3	-20.5	·	?	-25.0
CN(CC(=O)Nc1c(Cl)cccc1Cl)C(=O)c1cccn1C	-5.1	-6.0	5.6	13.1	-2.1	17.7	1.9
CCC1(C)Cc2nc3[nH]c(=S)n(-c4ccccc4)c(=O)c3cc2CO1 (stereo not given)	9.8	-2.4	0.9	-9.8	-1.9	5.3	1.2
CO[C@H](CN(C)C(=O)C1CCOCC1)[C@@H](C)CN([C@H](C)CO)S(=O)(=O)c1ccccc1	1.4	0.4	-11.8	·	-2.5	4.5	-8.0
C[C@@H]1CN([C@@H](C)CO)C(=O)c2cc(-c3ccc(F)cc3)cnc2O[C@H]1CN(C)CC1CCCCC1	12.5	0.2	-9.1	-0.1	6.3	3.1	-2.4
CCC(C(=O)NCCc1ccc(C)cc1)n1nc(C)c2c(C)n(-c3ccccc3)nc2c1=O (stereo not given)	·	3.3	5.6	8.2	2.3	2.4	0.6
O=C(Nc1ccc(Br)cn1)c1ccc([N+](=O)[O-])cc1Cl	-59.3	-3.2	-29.9	-130.4	-2.5	-4.7	4.0
COc1ccccc1CN1[C@H](CO)[C@@H]2c3ccccc3N(C(=O)c3ccncc3)C[C@@H]21	9.8	·	5.2	4.4	·	-4.2	0.6
O=S(=O)(Nc1ccccc1)c1ccc(NS(=O)(=O)c2cccs2)cc1	·	-2.0	2.4	-6.0	3.4	-1.1	-2.6
COc1ccccc1NC(=O)C(C)N(C)Cc1ccc(Cl)s1 (stereo not given)	23.2	0.1	1.6	10.9	-2.4	-1.8	·
O=C(c1ccc(Br)cc1)N(Cc1nc2ccccc2c(=O)[nH]1)C1CCCC1	15.1	5.3	14.1	16.1	3.6	5.9	2.7
CC1(C)c2cc(Cl)ccc2-n2c1cc(O)c(-c1ccccc1)c2=O	7.8	-0.8	·	29.1	-2.2	1.8	2.9
NC(=O)c1cc(Cc2ccccc2)sc1NC(=O)c1ccco1	-69.5	2.3	-108.7	·	13.7	-2.9	8.3
CCC(=O)N(C)C[C@H]1Oc2cc(-c3ccccc3F)ccc2S(=O)(=O)N([C@@H](C)CO)C[C@@H]1C	-0.9	3.3	4.7	·	-2.2	-2.3	-1.0
Cc1cc(Br)ccc1NC(=O)CN(C)C(=O)C1CSC2(C)CCC(=O)N12 (stereo not given)	-3.2	-0.3	-11.1	-9.8	-0.4	-2.4	·
CCOC(=O)c1nn(-c2cccc(C)c2)c2nnc(Cc3ccc(C)cc3)c(=O)n12	·	·	-16.7	-2.4	·	·	-11.2
CCOC(=O)c1sc(=S)n(-c2ccc(OC)cc2)c1N	-6.7	-0.1	-5.1	28.3	5.4	-4.2	1.4
CCOC(=O)c1sc(NC(=O)CCCn2nc([N+](=O)[O-])c(Cl)c2C)c(C(=O)OCC)c1C	-7.2	-0.4	6.7	3.6	7.0	-2.4	21.3
(further entries)
SMILES	EWS-Fli block	CASP6 VEID inh	LGR2 inh	PAX8 inh HTS	SIRT5 block	DENV2 CPE	ARNT TACC3 PPI
C[C@H](CO)N1C[C@H](C)[C@@H](CN(C)C(=O)c2cnccn2)Oc2ncc(-c3cccc(F)c3)cc2C1=O	2.6	-0.5	-7.9	-10.6	2.8	16.3	-11.9
Cc1cc(C)nc(SC2CC(=O)N(c3ccc(Cl)cc3)C2=O)n1 (stereo not given)	9.9	0.4	-3.5	7.0	-3.4	3.3	-1.1
CN(C)S(=O)(=O)c1ccc(C(=O)Nc2cccc(C(=O)N3CCOCC3)c2)cc1	7.5	0.1	1.6	·	-2.8	-0.4	-0.6
CCCc1[nH]nc2c1C(C1CCCCC1)C(C#N)=C(N)O2 (stereo not given)	-9.3	2.2	·	5.6	-5.6	0.2	4.2
O=C(CNCc1ccccc1Cl)Nc1ccc(C(=O)N2CCCCC2)cc1	-5.0	-1.0	18.9	13.0	-3.0	0.5	-1.4
Cc1ccc(S(=O)(=O)N(C)C[C@H]2Oc3c(cccc3N(C)C)C(=O)N([C@H](C)CO)C[C@@H]2C)cc1	7.6	-6.1	-10.6	-4.3	-3.8	-5.4	6.0
CCCNC(=S)N1CCC(NC(=O)c2cccc(C)c2)CC1	18.8	-0.5	15.0	-1.1	-2.8	5.2	-9.8
CO[C@@H]1CN(C)C(=O)c2cc(NS(=O)(=O)c3ccc(C)cc3)ccc2OC[C@H](C)NC[C@@H]1C	4.7	-1.6	-7.8	4.1	-1.0	11.7	-3.4
COc1ccc2c(c1)CCC1(C)CC(=O)C(Br)=C21 (stereo not given)	-3.7	-0.6	-50.7	-30.7	·	9.3	·
Cc1ccc(NS(=O)(=O)c2ccc(NC(=O)CSc3ccc(Cl)cc3)cc2)c(C)c1	·	3.2	·	4.4	5.5	·	-4.3
CC(C)(C)c1ccc(S(=O)(=O)C(C)(C)C)cc1	3.0	0.4	-19.8	4.1	-5.2	-7.4	-3.3
O=C(Nc1ccsc1C(=O)O)c1cccc(Oc2ccccc2)c1	-18.0	6.4	46.0	-58.6	-3.7	-0.9	-3.5
COc1ccc(OC)c(S(=O)(=O)N2CCC(C(=O)N3CCCCCC3)CC2)c1	2.5	0.6	-15.7	-12.8	-6.0	-5.3	3.0
COc1ccc2c3c([nH]c2c1)[C@@H](CO)N(C(=O)c1cccnc1)CC31CCN(C(=O)NC(C)C)CC1	-2.8	·	3.3	·	·	-11.5	·

An excerpt from above, limited to CASP6 VEID inh, PAX8 inh HTS and SIRT5 block:
SMILES	CASP6 VEID inh	PAX8 inh HTS	SIRT5 block
CO[C@@H]1CN(C)C(=O)c2cc(NS(=O)(=O)c3ccc(C)cc3)ccc2OC[C@H](C)NC[C@@H]1C	-1.6	4.1	-1.0
COc1ccc2c(c1)CCC1(C)CC(=O)C(Br)=C21 (stereo not given)	-0.6	-30.7	·

Entries listed so far that bear a hit mark in DENV2 CPE:
mol	CASP6 VEID inh	LGR2 inh	SIRT5 block	DENV2 CPE	ARNT TACC3 PPI
O=C(c1ccc(F)cc1)N1CC(=O)N2[C@H](CO)[C@H](c3ccc(-c4ccccc4)cc3)[C@H]2C1	-2.1	9.8	-1.5	24.4*	·

Assay outcomes from PubChem.
